697 NFkB inh: inhibitors of the PMA/ionomycin-induced NF-kB reporter in 697 B cells | AID 435022 | inhibition, % at 4 µM | 330,000 tested, 0.33% active | 697 B-cell NF-kB luciferase reporter, 16 h; in the data active means inhibition above about 35%
CHOP UPR activ: apoptotic UPR (CHOP) activation; CHO-CHOP luciferase reporter, luminescence; percent of tunicamycin response over DMSO baseline; activation, % at 10 µM; 330,000 tested, 0.34% active; AID 449763;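 active means at 10 µM dose, activation of 40% or more, normalized to positive control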;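 further: 100% = tunicamycin at 10 µg/mL and 0% = DMSO alone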
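Test system: CHO-CHOP cells, stable luciferase reporter of PERK-eIF2a-CHOP signalling | Quantity: 500 CHO-CHOP cells per well | Buffer or medium: F12 plus 10% serum | Compound dosing: 10 µM single point, 0.5% DMSO | Schedule: 6 h compound treatment, 37 °C | Signal: Luciferase luminescence | Control set: Tunicamycin high control, DMSO low control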
XBP1 UPR activ: adaptive UPR (XBP1) activation. activation, % at 20 µM. CHO-XBP1 luciferase reporter, IRE1-XBP1 UPR activation, luminescence; percent of tunicamycin response, DMSO as zero. 330,000 tested, 0.33% active. AID 463104;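 active means versus positive control, 20 µM dose yields 30% or more activation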;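 further: 100% = tunicamycin at 10 µg/mL and 0% = DMSO only wells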
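assay system = CHO-XBP1 luciferase reporter cells | amount = 1000 cells/well | buffer or medium = F12 plus 10% FBS | compound dosing = single point, 20 µM final compound, 1% DMSO | incubation = 16-18 h cell attachment at 37 °C, then 6 h compound exposure | detection = Steady-Glo luminescence read | controls = tunicamycin 10 µg/mL and vehicle-only wells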
Mdm2 MdmX PPI: human Mdm2/MdmX binding inhibition. SaOS-2 split-luciferase Mdm2/MdmX complementation, luminescence. inhibition, % at 8 µM. 330,000 tested, 3% active. AID 485346;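 active means inhibition of at least 50% at 8 µM in the primary screen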
Target sequence (O15151 whole entry, looked up): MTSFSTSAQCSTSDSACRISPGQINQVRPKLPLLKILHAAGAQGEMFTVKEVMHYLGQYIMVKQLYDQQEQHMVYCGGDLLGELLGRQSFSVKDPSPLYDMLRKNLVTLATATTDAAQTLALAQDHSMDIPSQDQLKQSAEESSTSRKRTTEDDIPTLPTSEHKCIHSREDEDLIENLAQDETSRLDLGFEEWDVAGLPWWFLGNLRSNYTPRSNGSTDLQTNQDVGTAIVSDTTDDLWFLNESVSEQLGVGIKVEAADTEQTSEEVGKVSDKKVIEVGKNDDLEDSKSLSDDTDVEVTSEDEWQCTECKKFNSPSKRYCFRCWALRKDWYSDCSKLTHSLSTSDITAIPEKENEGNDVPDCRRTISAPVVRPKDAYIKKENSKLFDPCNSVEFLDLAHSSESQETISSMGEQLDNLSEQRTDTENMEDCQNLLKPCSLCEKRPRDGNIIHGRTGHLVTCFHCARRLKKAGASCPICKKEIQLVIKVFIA
Target sequence (Q00987 whole entry, looked up): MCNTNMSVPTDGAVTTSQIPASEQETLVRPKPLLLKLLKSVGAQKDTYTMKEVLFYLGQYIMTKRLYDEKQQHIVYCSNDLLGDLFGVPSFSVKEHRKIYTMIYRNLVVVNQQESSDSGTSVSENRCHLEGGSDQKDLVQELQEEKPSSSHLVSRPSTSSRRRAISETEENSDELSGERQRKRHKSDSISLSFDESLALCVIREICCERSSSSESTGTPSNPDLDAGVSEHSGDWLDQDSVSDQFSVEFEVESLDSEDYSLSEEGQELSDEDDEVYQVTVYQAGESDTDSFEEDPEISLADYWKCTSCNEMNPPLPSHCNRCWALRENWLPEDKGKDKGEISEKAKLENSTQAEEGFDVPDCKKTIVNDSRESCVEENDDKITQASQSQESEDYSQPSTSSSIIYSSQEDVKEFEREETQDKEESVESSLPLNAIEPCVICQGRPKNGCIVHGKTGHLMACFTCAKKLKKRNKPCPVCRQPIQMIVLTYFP
APJ agonist: APJ receptor agonism; P35414; CHO-K1 APJ PathHunter beta-arrestin, luminescence; 0% DMSO wells, 100% apelin; activation, % at 20 µM; 330,000 tested, 0.11% active; AID 2520;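 active means activation more than six SD over the plate average, tested at 20 µM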;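 further: 0% = DMSO alone and 100% = apelin-13 at 10 nM; some results filed as inactive read as strong as hits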
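Test system: CHO-K1 APJ beta-arrestin complementation cell line. Amount: cell density 1000 per well. Controls: DMSO negative, 10 nM Apelin-13 positive. Signal: luminescent beta-gal fragment complementation, chemiluminescent substrate. Read-out basis: agonist-driven arrestin binding to APJ. Timing: compound stimulation 90 min at 25 °C, detection 60 min.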
APJ antag: blocks the human apelin receptor APJ; P35414; CHO-K1 APJ beta-arrestin complementation, luminescence; inhibition, % at 20 µM; 330,000 tested, 0.32% active; AID 2521;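 active means inhibition above about 40% at 20 µM, limit read from the data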;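 further: cells challenged with 10 nM apelin-13 agonist together with compound; plate controls were apelin-13 plus DMSO wells for no effect and DMSO wells lacking apelin-13 for full effect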
tim23-1 inh: tim23-1 yeast growth inhibition | S. cerevisiae tim23-1 growth, BacTiter-Glo luminescence, 24 h | inhibition, % at 20 µM | 330,000 tested, 1.3% active | AID 463212;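 active means growth inhibition of the mutant yeast at or above 50%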;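 further: temperature-sensitive mutant grown at 25 °C; plate controls were DMSO-treated mutant yeast for no effect and medium wells lacking yeast for full effect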
Jurkat NFkB inh: lowers PMA/ionomycin-induced NF-kB signal in Jurkat cells. PMA/ionomycin-induced NF-kB luciferase reporter, luminescence. inhibition, % at 4 µM. 330,000 tested, 0.53% active. AID 435003; in the data active means inhibition above about 50%
Numbers without * were called inactive.

SMILES	697 NFkB inh	CHOP UPR activ	XBP1 UPR activ	Mdm2 MdmX PPI	APJ agonist	APJ antag	tim23-1 inh	Jurkat NFkB inh
FC(F)(F)c1cccc(NC(=S)NCCN2CCOCC2)c1	-5	-0.8	0	-5	-2	7	14	8
CCN1C(=O)/C(=C2\SC(=S)N(c3c(C)n(C)n(-c4ccccc4)c3=O)C2=O)c2ccccc21	16	1.4	-3	7	7	20	10	3
Cc1ccc(-n2nc3c(=O)n(CC(=O)c4ccc(F)cc4)nc(C)c3c2C)cc1	2	1.4	1	-3	-2	11	-3	18
CS(=O)(=O)c1ccc(Cl)c(NC(=O)COC(=O)c2cccc(S(=O)(=O)N3CCCCC3)c2)c1	4	0.5	-9	13	-2	-1	-2	-16
CCC(C)[C@H](NC(=O)OC(C)(C)C)c1nnc(SCc2c(C)[nH]c(=O)[nH]c2=O)o1 (some centres not stated)	-6	-2.0	-3	-12	-2	-2	4	5
C/C(=N/NC(=O)CN1CCN(Cc2ccccc2)CC1)c1ccc([N+](=O)[O-])cc1	-10	2.2	-2	21	0	5	11	9
Cc1n[nH]c(=S)n1/N=C/c1ccccc1	-7	1.4	-1	-17	3	22	18	-1
CCOC(=O)N1CCC(N2CCN(S(=O)(=O)c3ccc([N+](=O)[O-])cc3)CC2)CC1	35*	-0.2	0	8	3	-20	20	6
CC(C)NC(=O)c1ccc(OC2CSC2)cc1	-37	0.8	1	6	1	-11	2	0
C[C@@H](NC(=O)[C@@H]1Cc2ccccc2CN1C(=O)OC(C)(C)C)C(=O)NCC1CCCO1 (some centres not stated)	3	-0.2	-1	-20	5	-11	11	-3
CCCOc1ccc(C(=O)N2CCCc3ccccc32)cc1	-44	0.1	1	-32	-3	16	28	-16
CO/N=C/c1ccc(Sc2ccccc2N)c([N+](=O)[O-])c1	-12	-1.0	0	2	-4	12	29	-13
CC(C)CC(C(=O)Nn1cnnc1)N1C(=O)c2ccccc2C1=O (configuration not stated)	-10	-2.0	-4	5	3	-3	3	-7
Cc1ccnc(NC(=O)c2cccc3ccccc23)c1	4	3.2	2	-4	-7	4	6	-9
Cc1c(C#N)c2ccccc2n1CC(=O)NCC1CCCO1 (configuration not stated)	0	0.3	-2	6	-3	9	13	2
COc1cccc(C2NC(=O)c3ccccc3O2)c1OCc1ccccc1F (configuration not stated)	12	9.4	0	-4	-1	-2	27	-13
Cc1cccc(NC(=O)c2cccnc2)c1	28	0.5	1	-7	0	1	4	-5
COc1ccc(NC(=O)c2cc3ccccc3o2)cc1	-71	1.6	-6	-219	-1	13	40	-110
COc1ccc(NC(=O)C(Sc2nnc(-c3ccncc3)n2-c2ccccc2C)c2ccccc2)cc1Cl (configuration not stated)	-6	1.5	0	25	0	-11	4	-1
O=c1ccc(/C=C/c2ccccc2)nn1Cc1ccc(F)cc1	-8	-0.3	-2	16	-1	-3	-18	7
O=C(CSc1ncccn1)Nc1ccc(N2CCOCC2)cc1	18	-0.4	-2	2	-4	-5	3	8
Fc1ccc(NC(=S)N2CCCC(c3ccccc3)=N2)cc1	-7	1.2	-3	7	1	-7	23	-1
CNC(=S)NNC(=O)c1cccn(Cc2cccc(Cl)c2)c1=O	18	-0.3	0	-8	-2	15	-5	4
Cc1ccc(NC(=O)CN2C(=O)NC(Cc3ccccc3)C2=O)cc1 (configuration not stated)	2	-0.8	0	18	-1	-18	-5	-2
Cc1cccc(N2CCN(C(=S)c3ccc(-c4ccccc4[N+](=O)[O-])o3)CC2)c1	-38	1.6	-1	30	1	-24	17	-9
O=C(c1ccc2c(c1)CCN2S(=O)(=O)c1ccccc1)N1CCN(c2ccccc2)CC1	3	-1.8	-3	27	-2	9	27	8
CCNC(=O)c1cc2ccccc2o1	2	1.6	1	-18	-2	-10	5	2
CCOC(=O)c1cn(-c2nc(-c3ccc(Cl)c(Cl)c3)cs2)c2c(F)c(N3CCOCC3)c(F)cc2c1=O	-2	6.6	15	29	-4	1	-25	-13
C=CCNC(=O)C1COc2ccccc2O1 (configuration not stated)	-4	0.0	-3	-6	-1	8	2	-7
CCOC(=O)CSc1nc(=O)n2ccc(C)cc2n1	1	0.7	-1	19	-3	17	3	5
Cc1cccc2cc(C(c3nnnn3C3CCCC3)N3CCOCC3)c(=O)[nH]c12 (configuration not stated)	-4	-0.9	-1	-7	0	1	13	-1
O=C(CSCC(=O)N1CCN(c2ccccc2)CC1)Nc1nc(-c2ccc(Cl)s2)cs1	-7	18	-2	18	-4	13	9	19
CC(C)OC(=O)CSc1nnc2n1C(C)(C)Cc1ccccc1-2	-3	-0.5	0	8	-2	-5	18	-1
Cc1ccc(NS(=O)(=O)c2c(C)noc2C)cc1	4	-0.5	6	-1	-3	-2	10	7
Cc1ccc(OCC(=O)Nn2cnnc2)c(Br)c1	12	-1.4	2	22	-4	-2	1	-21
Cc1ccn2cc(CCNC(=O)c3ccc(Br)o3)nc2c1	5	0.7	1	-25	-2	5	2	7
COc1cccc(NC(=O)CSc2nnc(NC(=O)c3ccco3)s2)c1	-16	-0.7	2	-6	2	1	2	-11
O=C(NCCN1CCN(c2cccc(Cl)c2)CC1)C1CCCN(S(=O)(=O)c2cnc[nH]2)C1 (configuration not stated)	2	-1.3	-3	21	-2	-3	-6	-8
Cc1ccc2c(CC(=O)NC3CCCc4ccccc43)coc2c1 (configuration not stated)	1	0.5	1	6	1	-8	18	15
COc1ccccc1CN1C[C@@H]2C[C@@H](c3[nH]c4c(C)cccc4c3C)N3CCC[C@@]23C1=O	5	0.8	2	32	-3	3	19	2
CCOc1cc(/C=C2\C(=O)N(Cc3ccc(C)cc3)C(C)=C2C(=O)OC)ccc1O	-2	3.0	-3	-1	-3	22	47	14
CCc1noc(C)c1C(=O)Nc1ccc(F)c(F)c1F	8	-0.5	-4	-6	-1	16	14	-6
O=C(CNC(=O)c1ccccc1Cl)N/N=C/c1ccc2c(c1)OCO2	-3	3.6	1	-8	-1	13	24	-4
COCCCNc1nc(SCc2ccccc2)nc2sc3c(c12)CCC3	-38	2.0	0	3	-2	13	33	-19
Cc1ccc(-n2nc3c(c2NC(=O)c2ccco2)CS(=O)C3)c(C)c1 (configuration not stated)	-6	1.4	4	10	8	-11	0	-7
O=C1CCC(=O)N1c1nc2nc(-c3ccccc3)cc(=O)n2[nH]1	8	-1.1	-1	4	-3	9	-6	16
Cc1ncc(CO)c2cc(C(=O)Nc3cccc(F)c3)c(=Nc3cccc(C(N)=O)c3)oc12	-7	2.8	-2	23	1	17	10	-13
COc1ccccc1NC(=O)CSc1nc(N)c(C#N)cc1C#N	7	0.6	0	6	-4	13	3	-12
O=C(O)c1ccccc1SCc1csc(-c2ccccc2)n1	-16	2.9	-4	15	-1	11	2	7
CCN(CC(=O)NCc1cccs1)C(=O)CCc1c[nH]c2ccccc12	15	1.2	-2	-38	0	-5	7	4
COc1ccc(-n2c(=O)c3ccccc3n(Cc3ccc(F)cc3)c2=O)cc1OC	-25	-0.8	-2	23	-5	-15	0	-7
CSc1ccc(CNCc2ccc3c(c2)OCO3)cc1	16	-0.3	-3	4	-2	-2	2	-14
COc1ccc(CNS(=O)(=O)c2ccc3oc(C(=O)O)c(C)c3c2)cc1	12	2.6	-1	13	-4	9	8	11
N/C(=N\NS(=O)(=O)c1cc(C(F)(F)F)cc(C(F)(F)F)c1)c1ccccn1	5	1.7	-2	28	-4	-29	13	-10
COc1ccc(Br)cc1C(=O)Nc1ccc(C(=O)O)cc1	12	-0.8	-1	2	-1	12	20	-13
CC(C)(CC(=O)OCC(=O)Nc1ccccc1F)CC1=NS(=O)(=O)c2ccccc2N1	-10	1.9	-6	8	-2	9	-22	6
CCOC(=O)CSc1ccc(C(=O)N2CCN(C)CC2)cc1[N+](=O)[O-]	1	0.1	-1	-1	1	-13	-7	-1
O=C(CCCN1C(=O)c2ccccc2C1=O)Oc1ccc(F)cc1	3	-0.6	-1	-50	-2	-19	26	-10
CCCCC(=O)NC(=S)Nc1cc(C(=O)O)ccc1OC	-1	-0.6	-2	-3	-1	12	17	-2
COc1ccc(C2C(C#N)=C(/N=C/N3CCN(C)CC3)OC3=C2C(=O)CC(C)(C)C3)cc1OC (configuration not stated)	15	-0.5	-2	27	-1	25	2	2

Only Jurkat NFkB inh and 697 NFkB inh, for three of the compounds above:
| canonical_smiles | Jurkat NFkB inh | 697 NFkB inh |
| --- | --- | --- |
| COc1ccc(-n2c(=O)c3ccccc3n(Cc3ccc(F)cc3)c2=O)cc1OC | -7 | -25 |
| CSc1ccc(CNCc2ccc3c(c2)OCO3)cc1 | -14 | 16 |
| COc1ccc(CNS(=O)(=O)c2ccc3oc(C(=O)O)c(C)c3c2)cc1 | 11 | 12 |

Looked up above.
COc1cccc(NC(=O)CSc2nnc(NC(=O)c3ccco3)s2)c1 in Mdm2 MdmX PPI shows -6
O=C(O)c1ccccc1SCc1csc(-c2ccccc2)n1 in tim23-1 inh shows 2
COc1ccccc1NC(=O)CSc1nc(N)c(C#N)cc1C#N in APJ antag shows 13
O=C(CSc1ncccn1)Nc1ccc(N2CCOCC2)cc1 in CHOP UPR activ shows -0.4

4 of the entries above in order of the XBP1 UPR activ value, lowest first.
SMILES,XBP1 UPR activ
CSc1ccc(CNCc2ccc3c(c2)OCO3)cc1,-3
N/C(=N\NS(=O)(=O)c1cc(C(F)(F)F)cc(C(F)(F)F)c1)c1ccccn1,-2
O=C1CCC(=O)N1c1nc2nc(-c3ccccc3)cc(=O)n2[nH]1,-1
COc1ccccc1NC(=O)CSc1nc(N)c(C#N)cc1C#N,0

The results go on:
SMILES	697 NFkB inh	CHOP UPR activ	XBP1 UPR activ	Mdm2 MdmX PPI	APJ agonist	APJ antag	tim23-1 inh	Jurkat NFkB inh
COc1ccc(CCNC(=O)c2ccc(OCc3c(C)noc3C)c(OC)c2)cc1	21	0.5	-3	5	1	2	-12	10
COc1ccc(/C=N/NC(=O)CCOc2ccccc2C)cc1OC	-19	0.9	1	4	-1	6	7	-2
Cc1ccc(C)c2c1cc(C)c1nnc(SCC(=O)NCc3ccc4c(c3)OCO4)n12	8	0.1	-1	22	-2	-4	30	-5
COc1ccc(S(=O)(=O)N2CCCCCC2)cc1C(=O)N1CCN(c2ccccc2C)CC1	4	1.9	-2	4	-6	7	31	10
O=S(=O)(NCC(c1ccco1)N1CCN(c2ccccc2F)CC1)c1ccc(F)cc1 (configuration not stated)	-9	1.8	-1	-16	0	-2	32	6
CCOc1ccc(CCNC(=O)CCC(=O)N2CCOc3ccc(C)cc32)cc1OCC	3	-3.0	-1	21	-3	22	-7	-1
O=C(NCc1ccco1)c1ccc(S(=O)(=O)N2CCCCCC2)cc1	1	-0.3	2	5	0	4	22	-2
COc1ccc(N2CCN(C(=S)NCCc3ccccc3)CC2)cc1	9	2.0	0	13	1	-12	13	5
COc1ccc(CC2SC(=Nc3ccc(F)cc3)NC2=O)cc1 (configuration not stated)	0	-0.6	2	-19	-3	6	9	7
CC(=O)O[C@]1(C(C)=O)CCC2C3CCC4=C/C(=N/OCC(=O)O)CC[C@]4(C)C3CC[C@@]21C (some centres not stated)	0	0.8	1	-25	-4	5	19	-8
C[C@@H](CC#N)CN1CC[C@H](C(C)(C)C)CCC1=O	-12	-1.2	0	-11	1	10	19	-35

Screens as filed in PubChem.
